FBW7 activator: activators of human E3 ligase FBW7. Q969H0. AlphaScreen FBW7–phospho-cyclin E peptide binding, activator screen. normalized activity (activation), % at 26.1 µM. actives 0.13% (n = 650,000); in the data active means normalized activity above about 1.9%;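 further: purified mutant Fbw7 with reduced substrate affinity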
Target sequence (Q969H0 whole entry, looked up): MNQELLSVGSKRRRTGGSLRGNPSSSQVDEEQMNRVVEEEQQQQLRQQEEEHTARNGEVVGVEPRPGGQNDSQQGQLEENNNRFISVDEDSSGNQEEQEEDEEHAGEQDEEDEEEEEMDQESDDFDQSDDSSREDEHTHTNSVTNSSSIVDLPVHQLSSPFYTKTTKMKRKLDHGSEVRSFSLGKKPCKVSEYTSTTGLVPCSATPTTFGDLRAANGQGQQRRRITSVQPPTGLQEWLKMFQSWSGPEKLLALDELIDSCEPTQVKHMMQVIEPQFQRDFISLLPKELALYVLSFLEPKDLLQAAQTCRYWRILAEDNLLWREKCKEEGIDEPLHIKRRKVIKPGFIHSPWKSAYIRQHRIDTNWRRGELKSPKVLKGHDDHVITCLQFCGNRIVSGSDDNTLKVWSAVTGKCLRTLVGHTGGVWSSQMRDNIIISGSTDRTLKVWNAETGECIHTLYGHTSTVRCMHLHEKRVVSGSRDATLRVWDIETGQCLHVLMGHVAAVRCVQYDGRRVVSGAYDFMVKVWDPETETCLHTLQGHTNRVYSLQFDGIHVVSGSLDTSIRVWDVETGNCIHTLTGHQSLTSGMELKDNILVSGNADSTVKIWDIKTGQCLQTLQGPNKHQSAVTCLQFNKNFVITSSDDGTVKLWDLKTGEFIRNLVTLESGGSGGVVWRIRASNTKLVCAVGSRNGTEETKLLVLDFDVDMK
GPR151 activ: activates the human receptor GPR151. Q8TDV0. PathHunter beta-arrestin GPR151 cells, luminescence. activation, % at 11.2 µM. actives 1% (n = 650,000); in the data active means activation above about 4.9%;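 further: 0% = median of compound wells and 100% = cells with positive control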
MITF inh: human MITF inhibition, primary screen; AlphaScreen MITF homodimerization, bead proximity signal; O75030; AID 1259374; inhibition, % at 2.6 µM; actives 0.91% (n = 650,000); in the data active means inhibition above about 50%;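 further: 0% = vehicle wells with protein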
TEAD-YAP inh: TEAD-YAP interaction inhibition; inhibition, % at 9.12 µM; HEK-TIYL cells, TEAD-Gal4/YAP UAS-luciferase luminescence; AID 1259422; actives 1.4% (n = 640,000); in the data active means inhibition above about 32%;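 further: 0% = median of test compound wells and 100% = reference inhibitor wells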
* hit, by the source's call; · = not tested or not shown.

SMILES	FBW7 activator	GPR151 activ	MITF inh	TEAD-YAP inh
CCCc1cc(=O)[nH]c(SCc2nc3ccccc3n2C)n1	-0.8	-0.9	20	-5
CN1C(=O)/C(=N/OC(=O)c2ccccc2I)c2ccccc21	0.1	0.3	10	0
Cc1ccc(CS(=O)(=O)c2ccc(C(=O)N3CCN(c4ccccc4)CC3)cc2[N+](=O)[O-])cc1	0.7	-1.8	18	6
CCCC(=O)Nc1ccc(NC(=O)C(C)C)nc1	0.1	1.0	4	10
CC(C)(C)c1ccc(OCC(=O)Nc2cccnc2Cl)cc1	-0.1	-0.1	-2	-15
CC(=O)Nc1ccc(/C=C(/C#N)C(N)=S)cc1	-0.2	0.2	-8	-9
CN1[C@@H](c2ccccc2)CC(c2ccccc2)C[C@H]1c1ccccc1 (some centres undefined)	-0.1	-0.8	13	1
O=C(N1CCOCC1)N1CCCC(c2ncncc2-c2ccncc2)C1 (centres undefined)	2.2*	-0.3	16	11
COc1cc(Cl)c(CN2CCOc3ccc(C(C)(O)CN(C)C)cc3C2)cc1OC (centres undefined)	0.4	1.6	27	-1
COc1cccc(OC)c1OCCCCN(C)C	0.0	-0.5	22	-5
Cc1cc(C)c(C(=O)N2CCC(=O)N(Cc3cn4cccc(C)c4n3)CC2)[nH]1	0.1	2.7	-1	-7
CC1CCN(c2nc(-c3ccc([N+](=O)[O-])cc3)nc3ccccc23)CC1	-0.1	0.9	-8	-7
COc1ccc(Nc2cc(NCC3CCCO3)ncn2)cn1 (centres undefined)	-0.1	-0.9	-8	-19
O=C(CCc1ccccc1)Nc1ccc2c(c1)OCCO2	-0.1	2.7	7	-34
Cc1ccc(OC(=O)N2CCN3C(=O)[C@H](Cc4ccccc4)NC(=O)[C@H]3C2)cc1	0.0	-0.1	12	-1
OC(COc1ccccc1Br)CN1CCOCC1 (centres undefined)	-0.1	0.4	-6	1
O=S(=O)(/N=C(/NC(=S)Nc1nccs1)c1ccccc1)c1ccccc1	0.0	-0.3	1	-2
CC(=O)Nc1ccc(Nc2ncnc3nc(-c4cccc(N)c4)[nH]c23)cc1	0.3	-1.2	8	-7
CCOC(=O)/C(=C/C=C(\C)N(C)C)C(N)=O	-0.1	1.7	2	6
CCC1CCCCN1CCCn1c(=S)[nH]c2cc3c(cc2c1=O)OCO3 (centres undefined)	0.0	0.8	16	10
O=C(O)c1cc(N2C(=O)C3C(C2=O)C2C=CC3C23CC3)ccc1Cl (centres undefined)	0.1	3.2	1	-4
O=S1(=O)N=C(c2ccc(-c3ccccc3)cc2)Nc2ccccc21	-0.1	-1.3	0	-63
CCN(CC)CCn1c2ccccc2n2c(C(=O)OC)c(C)nc12	0.1	0.4	31	12
COc1ccc(N(C(=O)c2cc(OC)c(OC)c(OC)c2)S(=O)(=O)c2ccc(Cl)cc2)cc1	-0.3	-1.7	-1	-3
CCN(CC)S(=O)(=O)c1ccc(C(=O)Nc2nc(-c3c(C)cc(C)cc3C)cs2)cc1	0.0	0.9	0	1
COc1cc(N)ccc1NC(=O)c1cc2ccccc2o1	-0.1	-1.0	7	-68
Cc1ccc2[nH]c(C)c(CCC(N)=O)c2c1	0.1	-0.1	16	8
CCc1cccc(CC)c1N=Cc1c(O)[nH]c(=O)[nH]c1=O	0.7	-0.6	16	-2
CCN(CC)C(=O)C1CCCN(c2cc(NCc3cccc(C(F)(F)F)c3)ncn2)C1 (centres undefined)	0.3	3.4	7	3
CCCOc1ccc(-c2csc(NC(=O)CC)n2)cc1	-0.1	-0.3	-13	-25

Entries of single compounds, quoted from the list.
Listed for `COc1cc(Cl)c(CN2CCOc3ccc(C(C)(O)CN(C)C)cc3C2)cc1OC` (centres undefined) : FBW7 activator = 0.4; GPR151 activ = 1.6; MITF inh = 27; TEAD-YAP inh = -1
Listed for `COc1ccc(N(C(=O)c2cc(OC)c(OC)c(OC)c2)S(=O)(=O)c2ccc(Cl)cc2)cc1` : FBW7 activator = -0.3; GPR151 activ = -1.7; MITF inh = -1; TEAD-YAP inh = -3

(next part)
SMILES	FBW7 activator	GPR151 activ	MITF inh	TEAD-YAP inh
Cc1cccc(NC(=S)NC(=O)c2cccc(Br)c2)n1	0.0	-0.2	14	-26
CN(C)CCNc1nc(S(=O)(=O)c2ccccc2)c(Cl)s1	0.4	-0.5	10	6
Cc1ccc(NC(=O)Oc2ccc([N+](=O)[O-])cc2)cc1	0.6	0.1	2	-76
O=C(CSc1nc(=O)n(CCO)c2c1CCCC2)N1CCCC1	0.1	1.0	22	-1
COc1cc(CNc2nc(C)nc3c2nnn3Cc2ccccc2)cc(OC)c1OC	0.8	-0.2	20	20
Cc1nc(SCCNC(=O)CC2C(=O)NCCN2CCc2ccccc2)n[nH]1 (centres undefined)	0.1	-0.7	6	5
CCOC(=O)c1ccc(N=Cc2c(O)n(CC)c(=S)[nH]c2=O)cc1	-0.2	-0.3	2	-11
CCSc1ccc(-c2ccco2)nn1	0.0	-0.7	-1	-36
CC(C)C(c1nnnn1C1CCCCC1)N(Cc1ccco1)CC1CCCO1 (centres undefined)	-0.1	1.1	2	10
CC(C)=CCOc1ccc2c3c(c(=O)oc2c1)CCC3	0.1	0.9	0	-4
Cc1ccc(S(=O)(=O)NC2=NCCC2)cc1	0.1	-1.7	-35	4
NC(=O)C1CCN(c2ccc3cccc(OCc4ccccc4Cl)c3n2)CC1	0.6	-2.5	-5	9
CC(C)NC(=O)CCCc1nc(-c2ccccc2)no1	-0.1	-2.2	4	-13
O=C(NCCNCc1ccccn1)c1cccs1	-0.4	0.4	13	1
CCOc1ccccc1CN1CCN(Cc2cc(Cl)c(O)c(OC)c2)CC1CCO (centres undefined)	0.2	2.5	16	2

(more compounds)
Structure	FBW7 activator	GPR151 activ	MITF inh	TEAD-YAP inh
Cc1ccc(C)c(N2CCN(C(=O)c3ccc4c(c3)NC(=O)C(CSCc3c(F)cccc3Cl)N4)CC2)c1 (centres undefined)	1.0	-0.4	2	2
N#Cc1ccc(COC(=O)CSc2nnc(N)s2)cc1	0.0	1.9	-8	-3
COC(=O)CNC(=O)c1sc2ncn(CC(=O)N3CCC(C)CC3)c(=O)c2c1C	0.4	-1.0	1	4
CC1C(=O)N2CCCc3cc(NC(=O)c4cccc(Br)c4)cc1c32 (centres undefined)	-0.1	0.9	1	3
CC(C)[C@H]1CN(Cc2ccco2)CCN1C(=O)C(C)(C)C	0.0	-0.7	9	-6
COc1ccccc1-c1nnc(SCC(=O)/C(C#N)=C(\C)N)n1CCc1ccccc1	0.4	-1.1	12	1
CCCCN1CC(C(=O)NCc2ccc(F)cc2)CC1=O (centres undefined)	0.0	-0.3	7	1
CCNCC(O)C1(c2ccc(OC)c(OC)c2)CCCC1 (centres undefined)	0.1	-0.3	7	-2
Cc1cccnc1NC(=O)C1CCN(S(=O)(=O)c2ccc3c(c2)OCC(=O)N3)CC1	-0.1	0.1	4	-2
Cc1cc(C)c2nc(C)cc(Nc3ccc(O)cc3)c2c1	-0.2	-0.3	9	11
COc1ccc(CN2CCC3(CC2)CC3C(=O)NCCCn2ccnc2)cc1 (centres undefined)	-0.2	0.1	8	9
O=C(CCCCC(=O)NNC(=O)CCc1ccccc1)NNC(=O)CCc1ccccc1	2.3*	-1.7	10	2
Cc1nn(C)c(C)c1-c1nc2c(N)ncnc2n1C(C)C	0.0	0.7	-3	10
CN(C)CCNC(=O)c1ccc(Cl)cc1	0.1	-0.1	18	7
CC1=C(C(=O)Nc2ccccc2)C(c2ccc(F)cc2)C2=C(CC(C)(C)CC2=O)N1 (centres undefined)	0.1	1.0	15	10
Cc1ccc(S(=O)(=O)Cn2nnnc2CN2CCN(C)CC2)cc1	0.1	-0.3	4	0
CCCCOc1ccc(C(=O)NCc2nnc(SCC(=O)Nc3sc4c(c3C(=O)OCC)CCC4)n2C)cc1	0.2	0.6	21	-23
CCN(CC)c1ccc(C2OCC3(CO2)SC2=NCN(C)CN2C3=O)cc1 (centres undefined)	0.8	0.9	15	0
Cc1cc(C)n2ncc(C(=O)Nc3cccc(Cl)c3)c2n1	0.1	0.3	-3	-8
CC(=O)N(C)c1ccc(NC(=O)c2sc3ccccc3c2Cl)cc1	0.7	-0.1	28	-48
CC(CCC(=O)O)[C@H]1CCC2C3CC[C@@H]4CC(=O)CC[C@]4(C)C3C=C[C@@]21C (some centres undefined)	0.1	1.2	4	7
COc1ccc(/C=N/NC(=O)c2sc(-c3ccccc3)cc2N)cc1OCC(N)=O	0.0	-0.6	-6	3
CC(C)[C@H](NC(N)=O)C(=O)NCCc1ccc(Cl)cc1Cl	-0.2	1.5	-12	-2
CCC(=O)Nc1cc(Oc2ccc(NC(C)=O)cc2)c(C)cc1[N+](=O)[O-]	0.2	2.5	-7	22
CCN(CC)S(=O)(=O)c1cc(C(=O)OCc2csc(-c3ccccc3)n2)ccc1F	0.0	-1.7	-3	-5
O=C(c1ccco1)c1cn(CC(=O)N2CCCCCC2)c2ccccc12	-0.3	3.8	-4	2
Cc1ncsc1CCCNCc1c(C(=O)N2CCCC2)nc2sccn12	-0.1	-1.1	0	-1
CCCCN(C)c1ncnc2c1c(-c1ccccc1)cn2-c1cccc(C(F)(F)F)c1	0.2	0.4	3	9
CNC(=O)CC1C(=O)N(Cc2ccccc2)C(=S)N1NC(=O)c1ccccc1 (centres undefined)	-0.3	0.0	28	3
CCCN1C(=O)C2(/C(=C(\O)c3ccc(C)cc3)C(=O)C(=O)N2CCN(C)C)c2ccccc21 (centres undefined)	-0.2	-1.1	2	-4
COc1cccc(CNC(=O)c2cn3cc(-c4ccnc(Nc5ccnc(N)n5)n4)ccc3n2)c1	0.3	-1.5	37	-22
COc1ccc(-c2nnc(SCC(=O)c3ccc(CNC(C)=O)o3)o2)cc1	0.1	2.3	18	-15
Cc1ccc(NC(=O)CSc2nc3ccccc3nc2Cc2cccc([N+](=O)[O-])c2)cc1Cl	-0.1	3.1	5	4
CNc1ncnc2c1ncn2C1C[C@H](OP(=O)(O)O)[C@@H](COP(=O)(O)O)O1 (some centres undefined)	0.3	-0.4	36	·
COc1ccc(CCn2c(SCC(=O)N3CCN(c4ccccc4)CC3)nc3ccsc3c2=O)cc1OC	-0.1	0.5	4	23
Cc1cc(C)cc(NS(=O)(=O)c2ccc3c(c2)C(C)(C)C(=O)N3C)c1	0.8	0.3	0	11
CCN(C(=O)CCS(=O)(=O)c1ccc2c(c1)OCC(=O)N2)c1ccccc1	0.6	-1.0	6	11
CCOC(=O)C1=C(C)N=c2s/c(=C/c3cc(I)c(OC)c(OC)c3)c(=O)n2C1c1ccc2c(c1)OCO2 (centres undefined)	0.1	-0.2	15	6
CCOC(=O)C1=C(C)N=c2s/c(=C\c3ccc(-c4cc(C(=O)O)ccc4Cl)o3)c(=O)n2C1c1ccc(F)cc1 (centres undefined)	-0.2	-0.9	4	4
O=C(NCc1ccccc1)C(=O)NNC(=O)C12CC3CC(CC(C3)C1)C2	-0.2	0.5	0	-7
CC(C)N(CCNc1nc(Cl)nc2c1ncn2CCN1CCCC1=O)C(C)C	0.3	0.0	8	-6
COc1ccc(CCNc2ncnc3c2cnn3-c2ccccc2)cc1OC	0.3	1.5	-1	-3
COc1ccc(C2(CCNC(C)c3ccccc3)CCOC(C)(C)C2)cc1 (centres undefined)	-0.1	-0.1	5	14
O=[N+]([O-])c1cccc2c1NC(c1ccccc1F)C1CC=CC21 (centres undefined)	-0.5	0.3	20	7
Cc1ccc(Cl)cc1NC(=O)CSc1ccc(C(=O)O)cn1	0.0	-0.1	3	7
CSC1=C(C(N)=O)C2(CCCCC2)C(C#N)=C(N)N1	-0.1	-0.5	-1	2
CN1CCn2c1nc(N1CCOCC1)nc2=O	-0.1	1.1	-6	2
COC(=O)c1cc(NC(=O)c2ccc(N3CC4CC(C3)c3cccc(=O)n3C4)c(NC(=O)c3ccc(F)cc3)c2)cc(C(=O)OC)c1 (centres undefined)	-0.1	-1.4	-11	-1
Cc1[nH]ncc1-c1cc(F)cc(-c2ccnc(Nc3ccc(-n4cnc(C(F)(F)F)n4)cc3)n2)c1	-0.1	2.0	0	-12
CC(=O)OC1c2cc(C)ccc2NC(c2ccc(F)cc2)C1(C)C (centres undefined)	-0.2	0.4	9	34*
CCOc1cc(/C=N/N=C2\NC(=O)C(CC(=O)O)S2)ccc1OC (centres undefined)	0.2	-2.3	47	19
Cc1ccc(NC(=O)CSC2=C(C#N)C(c3ccc(F)cc3)CC(=O)N2)cc1 (centres undefined)	0.2	-0.5	12	12
CC(C)n1cnc2c(NCc3ccccc3)nc(-c3csc4ccccc34)nc21	0.2	-0.9	7	0

Compounds shown so far containing a cyano group, in the order listed:
Structure	FBW7 activator	GPR151 activ	MITF inh	TEAD-YAP inh
CC(=O)Nc1ccc(/C=C(/C#N)C(N)=S)cc1	-0.2	0.2	-8	-9
N#Cc1ccc(COC(=O)CSc2nnc(N)s2)cc1	0.0	1.9	-8	-3
COc1ccccc1-c1nnc(SCC(=O)/C(C#N)=C(\C)N)n1CCc1ccccc1	0.4	-1.1	12	1
CSC1=C(C(N)=O)C2(CCCCC2)C(C#N)=C(N)N1	-0.1	-0.5	-1	2
Cc1ccc(NC(=O)CSC2=C(C#N)C(c3ccc(F)cc3)CC(=O)N2)cc1 (centres undefined)	0.2	-0.5	12	12

High-throughput results: PubChem BioAssay, The Scripps Research Institute Molecular Screening Center
